GPR151 activ = activators of human GPR151, primary screen, cell-based, PathHunter beta-arrestin, luminescence | PathHunter beta-arrestin GPR151 cells | G-protein coupled receptor 151 (Homo sapiens), Q8TDV0 | AID 1508602, 2020 | hit rate 1% among 650,000 | activation, % at 11.2 µM; in the data active = activation above about 4.9%;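 note: 0% = median of compound wells and 100% = cells with positive control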
Target sequence (Q8TDV0 whole entry, looked up): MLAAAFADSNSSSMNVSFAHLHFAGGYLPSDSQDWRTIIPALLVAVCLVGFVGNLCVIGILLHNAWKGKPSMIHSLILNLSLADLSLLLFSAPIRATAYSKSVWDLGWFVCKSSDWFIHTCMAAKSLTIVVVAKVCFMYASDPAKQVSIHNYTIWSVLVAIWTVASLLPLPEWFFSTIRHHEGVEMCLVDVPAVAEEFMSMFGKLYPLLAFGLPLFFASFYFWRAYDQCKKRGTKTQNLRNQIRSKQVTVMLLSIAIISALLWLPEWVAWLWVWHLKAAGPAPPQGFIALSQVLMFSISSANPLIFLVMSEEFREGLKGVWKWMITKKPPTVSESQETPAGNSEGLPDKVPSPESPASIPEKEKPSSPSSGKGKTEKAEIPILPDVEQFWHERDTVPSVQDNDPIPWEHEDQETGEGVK
TEAD-YAP block = TEAD-YAP interaction inhibition, primary screen, TEAD-YAP interaction inhibitor project, luminescence, HEK-TIYL cells | TEAD-Gal4/YAP UAS-luciferase luminescence | hit rate 1.4% among 640,000 | inhibition, % at 9.12 µM; in the data active = inhibition above about 32%;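 note: 0% = median of test compound wells and 100% = reference inhibitor wells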
FBW7 act = FBW7 E3 ligase activators, primary screen, biochemical, AlphaScreen, human; F-box/WD repeat-containing protein 7 (Homo sapiens), Q969H0; normalized activity (activation), % at 26.1 µM; AlphaScreen FBW7–phospho-cyclin E peptide binding, activator screen; hit rate 0.13% among 650,000; in the data active = normalized activity above about 1.9%;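 note: purified mutant Fbw7 with reduced substrate affinity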
MITF inh = MITF inhibitors, primary screen, biochemical, AlphaScreen, human; hit rate 0.91% among 650,000; Microphthalmia-associated transcription factor (Homo sapiens), O75030; AlphaScreen MITF homodimerization, bead proximity signal; inhibition, % at 2.6 µM; in the data active = inhibition above about 50%;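 note: 0% = vehicle wells with protein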
Target sequence (O75030 whole entry, looked up): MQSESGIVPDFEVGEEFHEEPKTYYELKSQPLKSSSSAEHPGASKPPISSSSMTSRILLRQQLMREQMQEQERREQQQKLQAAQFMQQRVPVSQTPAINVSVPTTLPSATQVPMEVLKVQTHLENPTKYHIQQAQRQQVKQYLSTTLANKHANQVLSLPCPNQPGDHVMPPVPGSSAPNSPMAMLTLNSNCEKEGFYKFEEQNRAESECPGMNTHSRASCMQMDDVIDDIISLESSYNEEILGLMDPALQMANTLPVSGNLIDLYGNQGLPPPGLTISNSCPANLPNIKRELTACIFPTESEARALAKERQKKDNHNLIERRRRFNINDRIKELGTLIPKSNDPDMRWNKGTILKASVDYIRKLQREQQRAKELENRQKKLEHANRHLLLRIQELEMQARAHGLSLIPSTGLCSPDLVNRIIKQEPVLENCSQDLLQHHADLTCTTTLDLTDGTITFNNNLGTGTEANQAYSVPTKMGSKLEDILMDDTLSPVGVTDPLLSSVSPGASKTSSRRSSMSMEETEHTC
Numbers without * were called inactive.

Compound	GPR151 activ	TEAD-YAP block	FBW7 act	MITF inh
Cc1cnc2c(c1NCc1ccncc1)c(=O)n(C)c(=O)n2C	0.5	-21	0.3	4
Cc1nc2c([N+](=O)[O-])c(Cl)c(Cl)cc2[nH]1	-1.0	3	-0.3	14
CCOc1ccc(N2CSC3=C(C#N)C(c4ccco4)CC(=O)N3C2)cc1 (centres undefined)	0.7	-11	-0.4	69*
Cc1ccc(OCC(=O)N2CCN(C(=O)COc3ccc(-c4ccccc4)cc3)CC2)cc1	-0.1	3	0.2	19
NC(=O)c1nsc(C(=O)N(CC(=O)NCc2ccco2)c2ccccc2F)c1N	1.2	-8	0.2	12
CN(C)S(=O)(=O)N1CCCC(N2CCN(c3ccccc3)CC2)C1 (centres undefined)	-0.2	-7	0.0	12
CCOc1ccc(C23CC4CC(CC(C(=O)O)(C4)C2)C3)cc1	0.1	1	-0.1	9
N#C/C(C(=O)Nc1ccc(F)cc1F)=C(/O)COc1ccccc1	-2.1	4	0.1	1
COc1ccc(Cn2nnnc2C(C(C)C)N2CCN(C)CC2)cc1 (centres undefined)	1.3	5	-0.3	-8
O=C(CN1CCCCCC1)OCCN=C1NS(=O)(=O)c2ccccc21	3.2	-4	0.1	-18
O=C(Cn1ccnc1)N1CCOc2ccc(CN3CCN(c4ccccc4)CC3)cc2C1	-0.5	-1	-0.3	5
COc1ccccc1C(=O)NNc1cc(=O)n(C)c(=O)n1C	-0.6	0	-0.1	7
Cc1ccccc1-n1c(=S)sc2c(=O)n(-c3ccc(F)cc3)c(=S)[nH]c21	-0.9	-4	0.1	0
CC(C)(C)c1ccc(C(=O)Nc2ccc([N+](=O)[O-])cc2)cc1	0.8	-41	-0.2	7
COc1ccc(CNc2nc3nc4c(c(=O)n3[nH]2)CCC4)cc1OC	-0.9	0	-0.1	-2
COc1ccc(-c2cc(C(=O)OCC(=O)Nc3cc(C)on3)c3ccccc3n2)cc1OC	-0.9	-16	-0.1	8
Cc1ccc2nc3c(cc2c1)CN(Cc1ccccc1)C(=O)CO3	-1.1	6	0.5	2
OC1CCN(c2ccc(Nc3nccc(-c4cc(F)cc(N5CCOCC5)c4)n3)cc2)CC1	0.9	48*	-0.2	10
O=[N+]([O-])c1ccc(/C=N/N2CCN(Cc3ccc(Cl)cc3)CC2)o1	-1.3	15	0.2	22
CCn1c(C(=O)O)c(CC(=O)NC2CCCCCC2)c2ccccc21	-0.5	-3	0.0	-1
CC1(C)OC(=O)C(=CNc2ccc(C(=O)O)cc2)C(=O)O1	0.4	-11	0.0	-2
COc1ccc(Cl)cc1NC(=O)NC(C)C1CCCO1 (centres undefined)	-1.2	-5	0.0	-28
CCCN1CCC2(CC1)CC2C(=O)N1CCN(c2ccccc2)CC1 (centres undefined)	2.2	-5	-0.1	-2
N#Cc1ccccc1NC(=O)c1ccc2c(c1)OCCO2	-1.5	-55	-0.1	-8
CCOc1ccc(NC(=O)COC(=O)C2CC(=O)N(c3ccc(C)cc3)C2)cc1 (centres undefined)	-0.9	9	0.1	7
C=C(C)C1CCC(C)=C1COC(=O)c1ccc([N+](=O)[O-])cc1 (centres undefined)	1.6	7	-0.1	11
CC(C)CC1CCCCC1OC(=O)CN1CCCCC1 (centres undefined)	0.5	8	0.0	-2
Cc1cccc(NC(=O)CSc2ccc(-c3ccccn3)nn2)c1	-3.1	-3	-0.2	57*
Cn1c(=O)[nH]c(NC2CCCCC2)c(N=O)c1=O	1.5	6	-0.1	9
COc1cc(OC)c(OC)cc1/C=C1/N=C(c2ccc(Cl)cc2)OC1=O	-0.7	-1	0.0	14
N#Cc1c2n(c3c(=O)n(CC(=O)c4ccccc4)cnc13)CCCC2	2.4	0	-0.1	15
NC(=O)c1c(NC(=O)c2cccc(NC(=O)C(F)(F)F)c2)sc2c1CCCC2	-1.2	20	-0.2	-1
C(=N\n1cnnc1)/c1nc2ccccc2n1Cc1ccccc1	-0.3	-13	0.1	3
CCC(/C=C1\Sc2ccc(OC)cc2N1CCC(=O)O)=C\c1sc2cc(OC)ccc2[n+]1CCC(=O)O	1.3	19	-0.7	47
CCC(C(=O)NCCC(C)C)c1ccccc1 (centres undefined)	-0.2	8	0.0	-13
O=C(CCN1c2ccccc2Sc2ccccc21)N1CCOCC1	5.8*	4	-0.1	9
COCCCNC(=S)NCCCNc1nc2cc(C)cc(C)c2cc1C#N	0.2	-11	-0.1	22
CCC(c1nnnn1C1CCCC1)N1CCN(c2cccc(OC)c2)CC1 (centres undefined)	-0.3	0	0.0	12
COCCn1nnnc1C(c1ccc(C)cc1)N1CCN(c2nc3ccccc3s2)CC1 (centres undefined)	-0.8	3	0.0	13
Cc1ccc(-c2nnc(SCC(=O)Nc3ccc(C(C)C)cc3)nc2-c2ccc(C)cc2)cc1	2.5	14	-0.1	7
COc1cccc(C2CC(c3ccc(Cl)cc3)Nc3nnnn32)c1OC (centres undefined)	-1.0	-2	-0.1	4
COc1cc(/C=C2\C(=O)N(c3ccc(C)c(Cl)c3)N=C2C)c([N+](=O)[O-])cc1OC	1.9	1	-0.4	-21
c1ccc(C2OCC3(CCC4OC4C3)CO2)cc1 (centres undefined)	1.5	-5	0.7	5
Cc1cc(OCC(O)CN2CCN(CCO)CC2)cc(C)c1Cl (centres undefined)	0.0	-9	0.6	-3
O=C(c1nc2ccc(Cl)cn2c1CNCc1ccsc1)N1CCCCCCC1	0.9	-6	0.0	9
O=c1nc(/C=C/c2ccc(F)cc2F)cc(C(F)(F)F)[nH]1	-0.7	7	0.0	15
O=C1CCC2C(=O)N(CC(=O)N3CCCC3)C(=O)C2C1 (centres undefined)	1.7	4	-0.2	2
CCOC(=O)c1c(NC(=O)c2cccc(F)c2)sc(C(C)=O)c1C	-0.8	-5	0.2	0
Cc1c(CC(Cl)(Cl)Cl)c2c(n1O)CC(C)(C)CC2=O	0.9	1	0.1	-12
CC(C)Oc1ccc(-c2nn(-c3ccccc3)cc2/C=c2\sc3ncnn3c2=O)cc1	0.9	-6	0.0	-6
CCOc1ccc(NC2=NCC(=O)N2c2cc(C)ccc2C)cc1	0.6	12	0.7	31
Cc1ccc(OC(=O)N[C@H]2C[C@H]3C(=O)N[C@@H](Cc4ccccc4)C(=O)N3C2)cc1	-0.8	-1	1.0	13
COC(=O)c1ccc(OCC2c3cc(OC)c(OC)cc3CCN2C(=O)c2ccc(OC)cc2)cc1 (centres undefined)	-0.9	12	-0.1	4
O=C(Oc1cccc(-c2cnc3ccccc3n2)c1)c1ccco1	-0.7	43*	-0.3	2
CCN(CC)CCCNC(=O)c1sc2ncn(CC(=O)N3CCCC(C)C3)c(=O)c2c1C (centres undefined)	1.4	6	-0.1	-2
COc1ccc(S(=O)(=O)n2ccnc2C)cc1C	1.7	15	1.3	7
COc1cc2c(cc1OC)C(COc1ccc([N+](=O)[O-])cc1)N(C(=O)c1ccc(C)c(C)c1)CC2 (centres undefined)	-2.4	-17	0.5	18
O=S(=O)(c1cccc(C(F)(F)F)c1)N(CCCN1CCOCC1)Cc1cccs1	1.3	-1	0.0	36
Cc1cc(C)c2oc(-c3ccc(NC(=O)c4ccc([N+](=O)[O-])c(C)c4)cc3)nc2c1	2.2	7	-0.1	-4
CCOC(=O)N1CCc2c(sc(NC(=O)c3ccc4ccccc4c3)c2C(=O)OC)C1	0.6	-8	0.1	9

Other entries
Compound	GPR151 activ	TEAD-YAP block	FBW7 act	MITF inh
CCCC(=O)Nc1ccc(NC(=O)c2cccs2)nc1	-2.8	27	0.3	-5
Cn1ccnc1SCc1cc(=O)c(OC(=O)c2ccc(F)cc2)co1	2.4	10	0.0	17
CC1(C)CC(CC(=O)Nc2nc(-c3ccccc3)cs2)C(=O)O1 (centres undefined)	0.8	-13	-0.1	-3
Cc1ccccc1C(=O)NNC(=O)C(=O)NCc1ccccc1	-0.2	4	-0.1	-1
COc1ccc(C(=O)NC(C(=O)N2CCN(c3ccccc3O)CC2)C(C)C)cc1 (centres undefined)	1.5	6	0.0	-5
CC(C)NC(=O)C(=O)Nc1c(F)cc(F)cc1Br	-1.7	-2	0.0	-4
CC(C)N1CCC(N2CCN(Cc3cc4c(cc3Cl)OCO4)CC2CCO)CC1 (centres undefined)	0.9	-1	0.0	13
Cc1ccc(N2C(=O)CC(Nc3ccc(N4CCOCC4)cc3)C2=O)cc1 (centres undefined)	-2.0	4	-0.2	9
COc1ccccc1-c1nc2ccccc2nc1-c1ccccc1	1.3	18	-0.1	0
O=C(Nc1ccccc1F)C1CCCN1S(=O)(=O)c1cccc2cccnc12 (centres undefined)	0.0	-28	-0.1	-1
Cc1ccc2onc(CNC(=O)N3CCN(c4ccccn4)CC3)c2c1	0.7	9	0.0	2
Cn1c(=O)c2c(nc(N3CCN(c4ccccc4)CC3)n2CCCc2ccccc2)n(C)c1=O	-0.8	-6	0.0	3

Brought forward from above: 7 entries, followed by the next part.
Compound	GPR151 activ	TEAD-YAP block	FBW7 act	MITF inh
CC(C)NC(=O)C(=O)Nc1c(F)cc(F)cc1Br	-1.7	-2	0.0	-4
CC(C)N1CCC(N2CCN(Cc3cc4c(cc3Cl)OCO4)CC2CCO)CC1 (centres undefined)	0.9	-1	0.0	13
Cc1ccc(N2C(=O)CC(Nc3ccc(N4CCOCC4)cc3)C2=O)cc1 (centres undefined)	-2.0	4	-0.2	9
COc1ccccc1-c1nc2ccccc2nc1-c1ccccc1	1.3	18	-0.1	0
O=C(Nc1ccccc1F)C1CCCN1S(=O)(=O)c1cccc2cccnc12 (centres undefined)	0.0	-28	-0.1	-1
Cc1ccc2onc(CNC(=O)N3CCN(c4ccccn4)CC3)c2c1	0.7	9	0.0	2
Cn1c(=O)c2c(nc(N3CCN(c4ccccc4)CC3)n2CCCc2ccccc2)n(C)c1=O	-0.8	-6	0.0	3
CCOc1ccc(OCC)c(S(=O)(=O)n2nc(C)cc2C)c1	0.1	-15	0.4	18
Cc1nccn1CCCNCc1c(C(=O)N2CCOCC2)nc2ccccn12	-0.3	8	0.5	8
CC(=O)Nc1ccc(S(=O)(=O)NC2CCCCC2)cc1	1.3	-5	-0.1	-2
CC(C)(C)c1ccc(C(=O)N2N=C(C(F)F)CC2(O)C(F)F)cc1 (centres undefined)	3.7	16	0.1	3
C=C(C)Cn1c(C)cc(C)c(S(=O)(=O)c2ccc(C)cc2)c1=O	-1.7	8	0.2	6
O=C(NCc1ccon1)C1CC(Cc2cccc3ccccc23)=NO1 (centres undefined)	3.9	10	-0.1	2
Cc1ccccc1NC(=O)c1cc2ccccc2cc1O	-1.9	-59	0.1	13
Nc1nonc1C(=O)OCC(=O)N1CCOCC1	-1.3	4	-0.1	-1
CCCn1c(=N)n(CC(=O)OCC)c2ccccc21	-0.3	-8	-0.1	10
Cc1ccc(-c2nc(C=Nc3cccc(Cl)c3)c(O)o2)cc1	-0.2	-3	-0.1	-3
COc1ccc(/C=C(/NC(=O)c2ccccc2OC)C(=O)Nc2cccc(C(=O)O)c2)cc1	-0.4	-6	0.1	22
CCN1C(=O)S/C(=C/c2ccc(OCc3cccc(C(=O)O)c3)cc2)C1=O	-2.0	-18	0.1	12
COC(=O)C(CCSC)N1C(=O)C2CC=C(Cl)CC2C1=O (centres undefined)	-0.1	-7	0.0	-6
COC(=O)c1sccc1NC(=O)C1CC=CCC1C(=O)O (centres undefined)	-0.9	14	0.5	10
COc1ccc(C2CC(c3cccs3)=NN2c2ccccc2)cc1 (centres undefined)	-0.2	-22	8.8*	-7
COCCn1cc(NC(=O)N2CCCC(C)C2)c2ccccc21 (centres undefined)	1.0	8	0.0	2
Cc1cc(C)cc(NS(=O)(=O)c2cccc3cccnc23)c1	2.2	6	0.0	13
CN1CCc2c(sc(NC(=O)CS(=O)(=O)c3ccc(F)cc3)c2C(N)=O)C1	2.9	7	0.1	5
COc1cc(/C=N/NC(=S)Nc2cccc(S(=O)(=O)N(C)C)c2)cc(OC)c1O	0.9	-4	0.2	5
CCOC(=O)c1sc2nc(SCc3ccc(C)cc3)n(Cc3ccc(C)cc3)c(=O)c2c1C	-1.2	-2	-0.1	0
CCCOC(=O)C1=C(C)NC2=C(C(=O)CC(C)(C)C2)C1c1cc(OC)c(OC)c(OC)c1 (centres undefined)	0.5	0	-0.3	-3
O=C(NC1CC2(CCCC2)Oc2ccccc21)C1CCCO1 (centres undefined)	1.3	-2	0.1	12
O=C(Nc1cccc(Cl)c1Cl)c1ccc(S(=O)(=O)N2CCc3ccccc3C2)cc1	-1.2	-6	0.1	8
COc1ccc(S(=O)(=O)Nc2ccc3c(c2)CCC(=O)N3CC(C)C)c(OC)c1	4.1	22	0.1	-4

Three entries from above, with values under each structure.
Values run as follows: GPR151 activ | TEAD-YAP block | FBW7 act | MITF inh
- Cc1cc(C)cc(NS(=O)(=O)c2cccc3cccnc23)c1
    2.2 | 6 | 0.0 | 13
- CN1CCc2c(sc(NC(=O)CS(=O)(=O)c3ccc(F)cc3)c2C(N)=O)C1
    2.9 | 7 | 0.1 | 5
- COc1cc(/C=N/NC(=S)Nc2cccc(S(=O)(=O)N(C)C)c2)cc(OC)c1O
    0.9 | -4 | 0.2 | 5
